USP2a inh: USP2a (human) protease inhibition; O75604; USP2 core, Ub-CHOP2 coupled fluorogenic reporter, 485/531; Potency, µM (top dose mostly 38.3 µM), without a hit: at the top dose activity change, negative = inhibition, actives largely listed as inhibitors; 330,000 compounds, 0.01% hits; AID 463254;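 also: potency is read from the fitted curve at half-maximal effect; plate controls were DMSO wells for no effect and full inhibition by NEM control for full effect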
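Deubiquitinase activity read as fluorescence (485/531 nm) after Ub-CHOP2 cleavage activates the enterokinase reporter on its substrate; USP2 core 10nM, Ub-CHOP2 and substrate 25nM each, 30min compound preincubation then 60min RT; data normalized to NEM, curves fitted.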
AT treatment: potential ataxia-telangiectasia treatments restoring KAP-1 phosphorylation. 320,000 compounds, 0.19% hits. […] A-T fibroblasts, KAP-1 phosphorylation AlphaLISA; neocarzinostatin DNA damage 30 min before lysis. Potency, µM (top dose mostly 57.5 µM), for the others: at the highest dose activation, most hits filed as activators; also: potency is read from the fitted curve at half-maximal effect; % of control where 0% means no effect; nearly all actives have a fitted effect of over 45% in size
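ATM-like activity read as KAP-1 phosphorylation via AlphaLISA donor/acceptor antibody pairs after lysis and 6 hr at 25C. Cells were ATM-null patient fibroblasts ([…], hTERT), dosed 60 min, then exposed to the DSB inducer NCS for 30 min.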
TSHR antagonist: antagonists of human thyroid stimulating hormone receptor. AID 504810. 330,000 compounds, 0.2% hits. P16473. TSHR-expressing cells, TSH-stimulated cAMP HTRF, 2 h; stronger effect = lower value. activity change, negative = inhibition, % at 11.5 µM;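 active = activity change below a set negative limit, meaning inhibition stronger than a set level, cut at about -70% in these data; inconclusive = activity change between two set negative limits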; also: % is scaled to controls: 0 for no effect and ±100 for the full control effect
Target sequence (P16473 whole entry, looked up): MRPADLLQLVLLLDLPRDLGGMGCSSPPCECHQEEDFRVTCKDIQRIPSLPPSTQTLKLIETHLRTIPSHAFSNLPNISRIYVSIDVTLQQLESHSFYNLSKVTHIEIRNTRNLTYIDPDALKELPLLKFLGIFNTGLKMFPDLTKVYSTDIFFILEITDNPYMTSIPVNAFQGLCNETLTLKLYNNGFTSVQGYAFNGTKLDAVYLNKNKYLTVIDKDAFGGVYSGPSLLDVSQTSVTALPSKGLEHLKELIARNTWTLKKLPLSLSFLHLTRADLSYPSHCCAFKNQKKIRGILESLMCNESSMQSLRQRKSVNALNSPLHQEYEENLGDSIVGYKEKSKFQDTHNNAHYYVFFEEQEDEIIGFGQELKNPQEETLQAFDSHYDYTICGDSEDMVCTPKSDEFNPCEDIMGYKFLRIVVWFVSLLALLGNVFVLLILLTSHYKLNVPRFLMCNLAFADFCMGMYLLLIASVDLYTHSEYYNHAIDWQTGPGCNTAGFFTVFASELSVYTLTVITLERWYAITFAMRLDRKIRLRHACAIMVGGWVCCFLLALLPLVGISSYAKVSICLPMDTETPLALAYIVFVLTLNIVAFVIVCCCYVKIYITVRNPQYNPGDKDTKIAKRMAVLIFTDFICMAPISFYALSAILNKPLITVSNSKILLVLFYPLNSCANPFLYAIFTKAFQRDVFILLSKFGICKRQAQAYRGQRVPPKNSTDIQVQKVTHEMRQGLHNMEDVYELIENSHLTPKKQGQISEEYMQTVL
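TSHR-expressing cells, 200/well, pre-treated with compound, then stimulated with EC80 TSH (4nM final) for 2 hours at 37 deg C. cAMP measured by competitive HTRF: anti-cAMP cryptate antibody in lysis buffer plus cAMP-d2, read after 30 minutes at room temperature.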
TRPV1 ag: human TRPV1 agonism; TRPV1-expressing cells, Fluo-8 calcium influx, agonist mode; activation, % at 8.33 µM; 320,000 compounds, 0.19% hits; AID 540275; in the data active = activation above about 80%; inconclusive = between about 30% and that limit; also: 0% is about no effect
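Cells expressing TRPV1 were dye-loaded with Fluo-8 and read kinetically: 10 s baseline, 3 min after compound (agonist portion), then 2 min after EC20 capsaicin (allosteric enhancer portion). Calcium-bound dye fluorescence at 480/520 nm.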
Mito fusion yeast: inhibitors of mitochondrial division or activators of mitochondrial fusion; S. cerevisiae fusion-defective mutant growth rescue, CellTiterGlo 48 h; Potency, µM (doses to about 46.1 µM), without a hit: at the highest dose growth rescue (activation), hits mostly activators; 320,000 compounds, 0.23% hits;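 also: potency is read from the fitted curve at half-maximal effect; % of control where 0% means no effect; nearly all actives have a fitted effect of over 45% in size; temperature-sensitive fusion mutants such as fzo1-1 at 37 °C on non-fermentable ethanol glycerol medium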
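Luminescent cell viability in 1536-well qHTS format served as the measure of rescued growth in ts fusion-mutant S. cerevisiae cultured on non-fermentable YPEG for 48 hours at 37C.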
KCNH2 WT inh: KCNH2 (human, wildtype) channel inhibition. U2OS, BacMam KCNH2, thallium flux FluxOr; stronger effect = lower value. activity change, % at 1.84 µM. 340,000 compounds, 0.37% hits;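 active = maximum activity change below -70%; inconclusive = maximum activity change between -70% and -50%; inactive = maximum activity change above -50%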; also: % is scaled to controls: 0 for no effect and ±100 for the full control effect
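U2OS cells were transduced with wild-type KCNH2 virus (2.03 x 10^8 / mL) for 4 h at room temperature, then cultured overnight at 37 C. Thallium flux was read with FluxOr dye. Rate constants were normalized to DMSO controls.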
TCR act: T cell receptor activation; primary human leukocytes, anti-CD3, IL-2 HTRF, 48 h; Potency, µM (series often up to 9.22 µM), for inactives: top-dose activation of IL-2 secretion, actives largely listed as activators; 330,000 tested, under 10 active; AID 504894; also: % of control where 0% means no effect
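Human primary leukocytes + a-CD3 beads + cpd, 48 hr; IL-2 in supernatant by HTRF (ex 320nm / em 665nm). No co-stimulatory signal supplied.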
Eya2 inh: Eya2 (human) phosphatase inhibition. recombinant Eya2, OMFP fluorescence dephosphorylation (OMFP is methylfluorescein phosphate). Potency, µM (highest dose often 76.9 µM), inactives show at the highest dose activity, negative = inhibition, usual class: inhibitors. 330,000 compounds, 0.006% hits; also: potency is read from the fitted curve at half-maximal effect; % is scaled to controls: 0 for no effect and ±100 for the full control effect
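Eya2 protein (added as 0.2 uM solution) was preincubated with compound for 10 min at ambient temperature in 50 mM HEPES pH 7.5, 50 mM NaCl, 5 uM MgCl2, 0.05% BSA, 1 mM DTT. OMFP (added at 50 uM) then reacted 10 min; fluorescence read at 485/525 nm.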
ELG1 DNA repair: blocks ELG1-dependent DNA repair in HEK293T cells | HEK293T ELG1-luciferase reporter, luminescence, 16 h; DNA damage induced by 5-fluorouridine | Potency, µM (highest dose often 46.1 µM), for the others: top-dose activity change, negative = inhibition, actives largely listed as inhibitors | 330,000 compounds, 2.3% hits; also: potency is read from the fitted curve at half-maximal effect; % is scaled to controls: 0 for no effect and ±100 for the full control effect; nearly all actives have a fitted effect of over 55% in size
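Luminescence from the luciferase reporter, measured 30 min after ONE-Glo reagent at room temperature, was the read-out. Beforehand, 2,000 cells per well were exposed for 16 hr at 37 °C to 5-fluorouridine together with compound or vehicle.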
KCNH2 3.1 inh: inhibitors of human KCNH2 3.1 potassium channel isoform. activity change, % (tested at about 1.8 µM). 340,000 compounds, 0.95% hits. U2OS KCNH2 3.1, thallium flux FluxOr; stronger effect = lower value. AID 720553;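 active = maximum activity change below -70%; inconclusive = maximum activity change from -70% to -50%; inactive = maximum activity change above -50%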;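 also: thallium influx rate constant from kinetic fluorescence after stimulation buffer; % is scaled to controls: 0 for no effect and ±100 for the full control effect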
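Measured as rate of thallium-driven FluxOr signal in transduced U2OS cells carrying the 3.1 channel, read kinetically for 2 min upon stimulation; values are rate constants scaled to DMSO control wells.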
The depositor's hits bear a star; ? = inconclusive; . = not tested or not shown; [ ] = dose if it differs, or a comment. Unless noted, calls follow the shape of the dose curve; as a rule, active = well fitted curve in the direction sought with a large enough effect; inconclusive = small, poorly fitted or top-dose-only effect, or another doubt; inactive = no such curve, though single readings can be large; an effect the other way counts as inactive or inconclusive. A portion of the library; the hit share may differ from the screen's.

[1] O=C(NCc1nnc(SCc2ccccc2)n1-c1ccccc1)C12CC3CC(CC(C3)C1)C2
[2] CC(=O)Nc1ccc(S(=O)(=O)NCc2nc(-c3cccc(C)c3)no2)cc1
[3] CCOC(=O)C1=C(CSc2nc(CC)c(C)cc2C#N)OC(N)=C(C#N)C1c1ccc(OC)cc1 (stereo not drawn)
[4] Cn1c(SCC(=O)N/N=C/c2cccs2)nc2ccccc21
[5] Fc1ccccc1/C=N/Nc1nc(-c2ccccn2)nc2ccccc12
assay / entry,1,2,3,4,5
KCNH2 3.1 inh,-5,2,1,-6,.
TRPV1 ag,3,4,2,6,4
Mito fusion yeast,9%,11%,18%,-3%,-9%
ELG1 DNA repair,-9%,4%,13%,-2%,?
Eya2 inh,-2%,5%,-13%,-20%,12%
AT treatment,0%,10%,4%,9%,7%
TCR act,-4%[46.1 µM],1%,-2%[46.1 µM],3%,.
USP2a inh,-1%,6%,-2%,-5%,0%
KCNH2 WT inh,17,10,-1,-5,.
TSHR antagonist,-1,-2,-7,-1,4

[6] COc1cccc(/C=C/C(=O)N2CCN(S(=O)(=O)c3ccccc3)CC2)c1OC
[7] Cc1nn(-c2ccccc2)c(Cl)c1C(=O)N(C)CC(=O)Nc1cccc(F)c1
[8] CC(C)c1cc(C(=O)N/N=C/C(Br)=C/c2ccccc2)n[nH]1
[9] CCCNC(=O)NC(=O)CSc1ncc(C(F)(F)F)cc1Cl
[10] CC(=O)c1c(C)[nH]c(C(=O)CN2C(=O)NC(C)(c3ccc(C)cc3)C2=O)c1C (stereo not drawn)
assay / entry,6,7,8,9,10
KCNH2 3.1 inh,-6,-23,-11,1,1
TRPV1 ag,?,8,-3,5,3
Mito fusion yeast,2%,-7%,13%,2%,-4%
ELG1 DNA repair,1%,-18%,-6%,1%,?
Eya2 inh,0%,-22%,1%,0%,7%
AT treatment,-1%,-3%,-7%,0%,-6%
TCR act,-6%,-4%,3%,-8%,-2%
USP2a inh,-3%,0%,0%,1%,6%
KCNH2 WT inh,4,4,4,0,0
TSHR antagonist,-7,-9,4,0,5

[11] FC(F)(F)c1cccc(CNc2ncccc2-c2nc3cc(Cl)ccc3o2)c1
[12] Cc1nn2c(-c3cccc(NC(=O)c4ccco4)c3)nnc2c2ccccc12
[13] CCOC(=O)N1CCN(CC(=O)Nc2c(C(=O)OC)[nH]c3ccc(Cl)cc23)CC1
[14] COc1cc(C)ccc1OCC(=O)Nc1nnc(C2CC2)s1
[15] Cc1ccc(NC(=O)CSC2=C(C#N)C(c3ccc4c(c3)OCO4)C3=C(CCCC3=O)N2)c(C)c1 (stereo not drawn)
assay / entry,11,12,13,14,15
KCNH2 3.1 inh,-8,2,6,5,-6
TRPV1 ag,3,0,?,.,2
Mito fusion yeast,2%,17%,6%,.,6%
ELG1 DNA repair,15%,?,?,?,?
Eya2 inh,-5%,-9%,-40%,0%,-7%
AT treatment,.,-2%,4%,13%,-1%
TCR act,-8%,.,-3%,2%,-2%
USP2a inh,4%,0%,2%,-5%,-15%
KCNH2 WT inh,-9,0,3,-6,-6
TSHR antagonist,0,-5,-8,-3,-6

[16] CS(=O)(=O)NCC(c1ccco1)N1CCN(c2ccc(F)cc2)CC1 (stereo not drawn)
[17] COc1ccc(N(CC(=O)NCc2ccccc2C)S(=O)(=O)c2ccccc2[N+](=O)[O-])c(OC)c1
[18] COc1ccc(OC)c(CC(NC(C)=O)C(=O)NC2CCN(S(=O)(=O)c3ccc(NC(C)=O)cc3)CC2)c1 (stereo not drawn)
[19] CCOC(=O)Nc1cc(C(=O)OCC)c(C)nc1C
[20] COC(=O)Cn1c(=NC(=O)c2cc(-c3cccs3)nc3ccccc23)sc2cc(S(N)(=O)=O)ccc21
assay / entry,16,17,18,19,20
KCNH2 3.1 inh,-3,-7,-6,18,-16
TRPV1 ag,0,3,1,0,?
Mito fusion yeast,-1%,-2%,-1%,-2%,-6%
ELG1 DNA repair,10%,-15%,-4%,0%,9.2µM*
Eya2 inh,4%,-5%,11%,-2%,-3%
AT treatment,-3%,2%,2%,-10%,2%
TCR act,0%[46.1 µM],2%,5%,-5%,1%[46.1 µM]
USP2a inh,-3%,14%,3%,0%,4%
KCNH2 WT inh,-20,27,-1,-10,-7
TSHR antagonist,-2,-2,-9,0,-19

[21] Fc1ccccc1Nc1nc2ccccc2o1
[22] O=C(CCC1CCCN(C(=O)c2ccco2)C1)NCc1ccccc1F (stereo not drawn)
[23] O=C(c1ccccc1)N1CCN(CC(O)Cn2ccc3ccccc32)CC1 (stereo not drawn)
[24] O=C(C(=O)N1CCOCC1)c1cn(CC(=O)N2CCCCC2)c2ccccc12
[25] CC(=O)c1nn(-c2cccc(Br)c2)cc1C(=O)c1cccc2ccccc12
assay / entry,21,22,23,24,25
KCNH2 3.1 inh,-5,6,-16,2,-9
TRPV1 ag,11,2,0,-2,16
Mito fusion yeast,-27%,0%,-3%,0%,3%
ELG1 DNA repair,?,-4%,0%,13%,?
Eya2 inh,4%,4%,7%,10%,-12%
AT treatment,2%,3%,9%,7%,?
TCR act,-2%,-6%,2%,-4%,-1%
USP2a inh,5%,2%,2%,-2%,3%
KCNH2 WT inh,0,-3,-6,-4,1
TSHR antagonist,-8,-5,3,16,8

In the list so far, 3 have an NH in an aromatic ring:
[8] CC(C)c1cc(C(=O)N/N=C/C(Br)=C/c2ccccc2)n[nH]1
[10] CC(=O)c1c(C)[nH]c(C(=O)CN2C(=O)NC(C)(c3ccc(C)cc3)C2=O)c1C (stereo not drawn)
[13] CCOC(=O)N1CCN(CC(=O)Nc2c(C(=O)OC)[nH]c3ccc(Cl)cc23)CC1
assay / entry,8,10,13
KCNH2 3.1 inh,-11,1,6
TRPV1 ag,-3,3,?
Mito fusion yeast,13%,-4%,6%
ELG1 DNA repair,-6%,?,?
Eya2 inh,1%,7%,-40%
AT treatment,-7%,-6%,4%
TCR act,3%,-2%,-3%
USP2a inh,0%,6%,2%
KCNH2 WT inh,4,0,3
TSHR antagonist,4,5,-8

Returning to the listing, repeating the four entries before the break.
[22] O=C(CCC1CCCN(C(=O)c2ccco2)C1)NCc1ccccc1F (stereo not drawn)
[23] O=C(c1ccccc1)N1CCN(CC(O)Cn2ccc3ccccc32)CC1 (stereo not drawn)
[24] O=C(C(=O)N1CCOCC1)c1cn(CC(=O)N2CCCCC2)c2ccccc12
[25] CC(=O)c1nn(-c2cccc(Br)c2)cc1C(=O)c1cccc2ccccc12
[26] Cc1ccccc1OCCCC(=O)Nc1ccc(N2CCOCC2)cc1
[27] Cc1cccc(NC(=O)CNC(=O)c2cn(Cc3ccccc3)nc2-c2cccnc2)c1C
[28] CCCOc1cccc(C(=O)NCCCNC(=O)c2ccccn2)c1
[29] CCN(CC)C(=O)CSc1nc2ccccc2c(=O)n1CCC(=O)N1CCN(c2ccccc2)CC1
[30] O=C(Cn1cnc2cc([N+](=O)[O-])ccc2c1=O)N1CCN(S(=O)(=O)c2ccccc2)CC1
assay / entry,22,23,24,25,26,27,28,29,30
KCNH2 3.1 inh,6,-16,2,-9,-11,23,16,7,6
TRPV1 ag,2,0,-2,16,?,0,8,-1,.
Mito fusion yeast,0%,-3%,0%,3%,-2%,-2%,-2%,3%[9.22 µM],.
ELG1 DNA repair,-4%,0%,13%,?,-18%,2%,-8%,-17%,?
Eya2 inh,4%,7%,10%,-12%,11%,-7%,24%,4%,-9%
AT treatment,3%,9%,7%,?,3%,-5%,18%,-2%,4%
TCR act,-6%,2%,-4%,-1%,-1%,2%,-7%,.,-5%[46.1 µM]
USP2a inh,2%,2%,-2%,3%,3%,-7%,-1%,-3%,-6%
KCNH2 WT inh,-3,-6,-4,1,-8,-9,1,2,0
TSHR antagonist,-5,3,16,8,-23,-3,1,-9,5

[31] CN(C)CCCN1C(=O)C(=O)/C(=C(/O)c2ccccc2)C1c1ccccn1 (stereo not drawn)
[32] Nc1cc(C(F)(F)F)ccc1NCCc1ccccn1
[33] O=C(CSc1nnnn1C1CC1)N1CCN(c2cccc(Cl)c2)CC1
[34] CCNc1nc(CN2CCOCC2)nc2sc3c(c12)CCC3
[35] Cc1cc2ccccc2c(=O)n1CC(=O)NCC(=O)N(C)Cc1ccccc1
[36] C1=C2C[N+]3(CCCC3)CC2Cc2ccc3ccccc3c21 (stereo not drawn)
[37] COc1ccc(/C=N/Nc2cc(C)nc(N)n2)cc1
assay / entry,31,32,33,34,35,36,37
KCNH2 3.1 inh,.,6,5,3,-4,2,-6
TRPV1 ag,-2,6,.,2,-1,-1,0
Mito fusion yeast,-3%,1%,.,1%,2%,0%,1%
ELG1 DNA repair,7%,15%,0%,4%,9%,-12%,?
Eya2 inh,3%,-23%,-16%,13%,2%,10%,9%
AT treatment,8%,25%,2%,-1%,10%,4%,0%
TCR act,.,-4%,12%,0%,-2%,-2%,8%[46.1 µM]
USP2a inh,0%,-3%,2%,4%,0%,-1%,0%
KCNH2 WT inh,.,4,13,-1,-2,1,-4
TSHR antagonist,1,18,.,-5,0,-5,6

Screening results (PubChem BioAssay)
